Assay outcomes: PubChem BioAssay, several laboratories
TcdB inh: TcdB glycohydrolase inhibitors, primary screen, biochemical, single point, plate reader; TcdB glycohydrolase enzymatic assay; inhibition, % at 9.99 µM; 0.24% of 350,000 active; in the data active means inhibition above about 10%
Y pestis TopoI: Yersinia pestis topoisomerase I inhibitors, primary screen, biochemical, cleavage product accumulation, plate reader, single point. DNA topoisomerase I (Yersinia pestis CO92). Y. pestis Topo-I cleavage product accumulation. activity, % at 10 µM. 0.064% of 360,000 active. AID 504884, 2011; in the data active means activity above about 50%, passing the limit was not always enough; further: inactives centre near 2
Vc quorum ag: inducers of Vibrio cholerae quorum light production without autoinducers, primary screen, BH1578 luxS cqsA deficient, single point. 0.16% of 350,000 active. V. cholerae BH1578 lux reporter, luminescence, 6 h. activation, % at 18.7 µM. AID 588436, 2011; in the data active means activation mostly above about 9.7%, no sharp cut-off; further: not every result past the cut was called active; inactives centre near 0; reference of the scale not given here
PriA SSB inh: inhibitors of Klebsiella pneumoniae PriA binding to SSB C-terminal tail, primary screen, biochemical, AlphaScreen; PriA–SSB C-terminal tail interaction (Klebsiella pneumoniae); AlphaScreen SSBct-PriA binding, biotinylated peptide; inhibition, % at 33 µM; 0.6% of 430,000 active; AID 1272365, 2023; in the data active means inhibition mostly above about 37%, no sharp cut-off; inactive means mostly below about 20%;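 further: plate controls were negative control peptide for no effect and reference peptide for full effect; strong numbers were not always called active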
PfHsp40 yeast: rescue of yeast from PfHsp40 toxicity, primary screen, S. cerevisiae, ATP luminescence. S. cerevisiae expressing PfHsp40, growth rescue. growth rescue, % at 12.5 µM. 0.68% of 340,000 active. AID 504582, 2011; in the data active means growth rescue above about 28%, passing the limit was not always enough;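 further: yeast W303a lacking pdr1 and pdr3 grown in galactose medium; growth measured after three days at 30 °C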
DUSP3 inh: VHR1 phosphatase inhibitors, primary screen, biochemical, absorbance, uHTS; Dual specificity protein phosphatase 3 (Homo sapiens), P51452; recombinant VHR phosphatase, pNPP absorbance; inhibition, % at 13.3 µM; 0.52% of 290,000 active; AID 1654, 2009; in the data active means inhibition above about 50%; further: some compounds called inactive have numbers as strong as hits
Target sequence (P51452 whole entry, looked up): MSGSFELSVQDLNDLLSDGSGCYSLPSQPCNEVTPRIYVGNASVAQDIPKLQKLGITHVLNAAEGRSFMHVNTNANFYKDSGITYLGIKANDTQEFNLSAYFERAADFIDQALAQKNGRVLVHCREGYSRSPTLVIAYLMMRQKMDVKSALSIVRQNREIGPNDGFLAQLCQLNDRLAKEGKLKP
SARS 3CLpro inh: SARS-CoV 3CLpro protease inhibitors, primary screen, biochemical, quenched FRET. inhibition, % at 6 µM. AID 1706, 2009. recombinant SARS-CoV 3CLpro, quenched FRET peptide cleavage. 0.14% of 290,000 active. Replicase polyprotein 1ab (Severe acute respiratory syndrome coronavirus), P0C6X7; in the data active means inhibition above about 12%
Rv3671c inh: Rv3671c serine protease inhibitors, primary screen, biochemical, fluorescence polarization, M. tuberculosis H37Rv; inhibition, % at 5.96 µM; 0.048% of 320,000 active; AID 2606, 2010; in the data active means inhibition above about 38%;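 further: extracellular domain of Rv3671c used as enzyme; 0% = enzyme with DMSO and 100% = no enzyme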
Target sequence (P9WHR9 whole entry, looked up, the tested form may be a part): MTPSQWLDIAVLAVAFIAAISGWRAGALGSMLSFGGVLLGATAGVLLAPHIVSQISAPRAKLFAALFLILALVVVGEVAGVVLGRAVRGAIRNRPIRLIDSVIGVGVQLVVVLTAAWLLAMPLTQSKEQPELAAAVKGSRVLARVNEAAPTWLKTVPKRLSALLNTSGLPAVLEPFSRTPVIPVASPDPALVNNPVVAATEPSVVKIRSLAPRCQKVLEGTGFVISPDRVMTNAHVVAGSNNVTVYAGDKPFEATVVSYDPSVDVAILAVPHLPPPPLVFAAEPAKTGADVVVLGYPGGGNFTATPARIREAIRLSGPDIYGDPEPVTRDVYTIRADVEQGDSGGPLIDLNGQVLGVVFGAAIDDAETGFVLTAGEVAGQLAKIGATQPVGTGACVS
Anthrax LF prot: Bacillus anthracis LF protease inhibitors, primary screen, biochemical, multiplex microsphere, MLPCN library; Lethal factor (Bacillus anthracis), P15917; multiplex microsphere protease cleavage assay; inhibition, % at 10 µM; 0.12% of 360,000 active; AID 588501, 2011; in the data active means inhibition above about 30%; further: plate controls were buffer without enzyme for full effect and enzyme alone for no effect
MazF activator: activators of E. coli MazEF toxin-antitoxin RNase, primary screen, biochemical, fluorescence, uHTS; AID 504720, 2011; FAM/BHQ RNA-DNA oligo cleavage fluorescence, 5 h; activation, % at 20 µM; Endoribonuclease toxin MazF (Escherichia coli (strain K12)), P0AE70; 0.32% of 350,000 active; in the data active means activation above about 50%
Target sequence (P0AE70 whole entry, looked up): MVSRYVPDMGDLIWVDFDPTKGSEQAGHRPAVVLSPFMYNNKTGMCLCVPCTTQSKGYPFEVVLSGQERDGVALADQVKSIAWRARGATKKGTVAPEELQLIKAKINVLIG
An asterisk follows results filed as active; i = inactive; nt = no result given.

Screens in order: TcdB inh, MazF activator, DUSP3 inh, PfHsp40 yeast, PriA SSB inh, Y pestis TopoI, Vc quorum ag, SARS 3CLpro inh, Rv3671c inh, Anthrax LF prot
> CCCOP(=O)(c1ccccc1)c1ccccc1
 : -0.2, 4.3, 46.3, -1.2, 14.4, 1.8, 1.4, 5.8, 5.2, -1.9
> Cc1cc(NC(=O)C(Cl)c2ccccc2)no1 (stereo not drawn)
 : 2.0, 2.8, 20.7, -0.6, -2.7, 0.8, -0.4, -1.9, -0.6, nt
> O=C(NCCS(=O)(=O)N1CCN(c2ccc(F)cc2)CC1)c1ccco1
 : 2.8, 5.6, nt, 1.2, -6.8, -0.4, -0.7, nt, 5.1, 2.5
> COc1ccc(OC)c(NC(=O)c2nc(S(=O)(=O)Cc3ccccc3)ncc2Cl)c1
 : -2.9, 4.9, 5.5, -0.8, -13.1, 21.4, 1.9, -2.8, -7.2, -2.3
> COc1ccc(C(=O)NC(=S)NNC(=O)c2ccc(NC(=O)C(C)C)cc2)cc1
 : nt, -1.7, -9.9, 1.2, -2.3, 2.7, -0.3, 0.1, 0.9, -2.8
> CCCn1nnc(NC(=O)c2ccco2)n1
 : 0.7, -5.8, 5.0, 1.0, -7.7, 0.3, -4.8, -0.4, -1.4, 0.0
> Nc1c(C(=O)Nc2ccccc2)c2nc3ccccc3nc2n1-c1ccc(O)cc1
 : 1.4, 0.1, 13.3, -1.0, 1.0, 10.5, -0.4, 4.1, 3.2, 3.1
> Cc1cc(C)n(CCSCC(=O)O)n1
 : -0.8, 7.9, 28.5, -1.0, -6.8, 4.9, i, 4.3, 5.5, -2.7
> O=C(Nc1ccccc1Br)C1CCN(S(=O)(=O)c2cccs2)CC1
 : 0.7, 1.1, nt, -0.6, -16.6, 8.6, -1.7, nt, 3.3, 1.5
> COc1ccc(-c2[nH]ncc2CNCC(C)(C)N2CCOCC2)cc1F
 : -0.5, 3.4, 15.1, -0.5, -12.2, 2.4, -0.8, -3.4, 5.9, 4.2

Looked up above:
`Nc1c(C(=O)Nc2ccccc2)c2nc3ccccc3nc2n1-c1ccc(O)cc1` – DUSP3 inh: 13.3
`Cc1cc(C)n(CCSCC(=O)O)n1` – Anthrax LF prot: -2.7

More results follow.
Screens in order: TcdB inh, MazF activator, DUSP3 inh, PfHsp40 yeast, PriA SSB inh, Y pestis TopoI, Vc quorum ag, SARS 3CLpro inh, Rv3671c inh, Anthrax LF prot
> CC(C)(C)c1ccc(S(=O)(=O)N2CCSC2)cc1
 : nt, 1.4, -5.4, 0.6, -6.3, 9.4, -0.4, 3.5, 3.1, -0.8
> CCN(CC)S(=O)(=O)c1cc(C(=O)N=c2sccn2C)ccc1OC
 : 0.9, 7.5, -17.1, -0.1, -1.6, -14.3, 3.6, 1.1, 1.1, -0.6
> CCOc1ccc(CNC(=O)c2cccc(NC(=O)C3=C(C)OCCS3)c2)cc1
 : -0.1, 2.3, 73.4, 0.4, -2.6, 6.1, 0.8, -9.5, -13.6, -2.6
> O=C(NCCc1nnc2ccc(NCCCN3CCOCC3)nn12)c1ccccc1
 : -0.4, -3.7, -9.4, 0.6, -3.5, -3.0, -0.7, -6.4, -4.0, -1.2
> CC(=O)Nc1ccc(S(=O)(=O)N2CCCC(C(=O)O)C2)cc1 (stereo not drawn)
 : 18.0*, 6.6, 17.8, -0.8, -5.7, 4.1, -0.3, 1.8, -4.8, 1.2
> COc1ccccc1-n1c(=O)c2c3c(sc2n2c(SC(C)C)nnc12)CCC3
 : nt, 1.6, -2.4, -0.2, -11.7, 1.1, i, 2.5, 1.1, -1.7
> COc1cc(/C=N/NC(=O)c2ccc(COc3ccccc3Cl)o2)cc(Br)c1O
 : nt, -1.9, -2.2, -1.0, nt, 0.4, -0.2, -0.2, -6.2, -0.1
> CNCCCC1c2ccccc2C=Cc2ccccc21
 : 1.3, 16.3, 16.3, -0.3, -2.4, -7.5, i, -6.0, 5.9, -2.0
> CC1C/C(=N/NC(=O)c2cccc(F)c2)c2ccc(O)cc2C1 (stereo not drawn)
 : nt, 0.3, -0.9, 0.1, nt, 1.8, i, 1.7, 4.9, 0.5
> C=CCC1([C@@H](C)CCC)C(=O)NC(=O)NC1=O
 : 0.3, -4.2, nt, 0.3, -8.6, 4.9, -0.3, nt, 7.0, 0.5
> COc1ccc(S(=O)(=O)N2CCN(CC(O)COc3ccc(C#N)cc3)CC2)cc1OC (stereo not drawn)
 : 0.2, -5.7, 40.9, -1.1, -4.8, 9.3, -0.3, 3.8, -2.2, -0.3
> O=C(CN1C(=O)NC(CCc2ccccc2)C1=O)NC1CC1 (stereo not drawn)
 : 1.0, 14.8, 4.7, -1.2, -21.9, 0.0, -0.2, 4.3, -3.4, -2.0
> O=C(C[n+]1cccc(/C=N/O)c1)N1CCCCCC1
 : 0.6, 4.6, 19.9, 0.8, nt, 0.4, -0.3, -1.2, 6.7, -1.7
> O=C(c1ccc(OC2CCN(CCc3ccccc3)CC2)cc1)N1CCC(CO)CC1
 : 0.0, -2.0, 51.3*, -1.0, -0.3, 4.3, -1.3, -3.4, -8.2, 0.8
> O=C(/C=C/Nc1ccccc1C(F)(F)F)c1ccco1
 : 0.1, 2.5, 26.1, -0.6, 11.5, 3.7, 2.6, -2.0, 8.4, -1.9
> O=P(O)(O)C12CC3CC(CC(C3)C1)C2
 : nt, 3.4, 3.4, -1.1, -13.2, -3.8, 1.4, -1.5, 0.1, 2.0
> COc1ccc(CSc2nnc(-c3ccncc3)n2N)cc1
 : 0.7, 0.3, 19.7, -0.1, -5.2, 11.1, i, -2.3, -10.4, 2.8
> Cc1c(CCO)c(=O)n2n1CCCC2
 : 1.5, 1.3, nt, -1.0, -6.6, 1.8, i, nt, nt, -2.0
> CCCCn1c(N)c(N(CCC(C)C)C(=O)CC2CCCC2)c(=O)[nH]c1=O
 : 0.8, -2.5, nt, -0.1, -8.5, 9.7, -0.3, nt, 2.6, -3.8
> COC(=O)C1C(c2ccc(N(C)C)cc2)C(C(=O)OC)S(=O)(=O)CS1(=O)=O (stereo not drawn)
 : -1.1, 3.9, 1.2, -1.1, 5.0, -16.2, -0.1, 4.5, 2.0, -0.4
> CN(C1CCCC1)C1CCN(C(=S)Nc2cc(F)cc(F)c2)CC1
 : 0.8, -1.2, 14.1, 0.9, -2.5, -1.4, i, 2.2, 1.6, 2.2
> CCN(CC)C(=O)C1=C(C)N(Cc2ccccc2)C(=O)C(CC(=O)NCCc2ccccn2)C1 (stereo not drawn)
 : -0.8, 3.8, nt, nt, nt, 2.7, 2.4, nt, nt, 0.4
> COCCOc1cc(N2C(=O)CSCC2=O)c(Cl)cc1Cl
 : 0.0, 1.7, -2.0, -1.6, 4.1, 9.5, -6.7, 2.8, -0.3, -0.6
> CCN(CCCNC(=O)c1c(C)cc(=O)oc1C)c1cccc(C)c1
 : nt, -1.9, 12.7, 0.7, 24.0, 7.9, i, -2.6, 3.5, -7.0
> O=C(/C(=N\Nc1ccccc1)Sc1nnnn1-c1ccccc1)c1ccccc1
 : nt, -2.1, -6.7, -0.1, nt, -11.7, -2.4, 0.9, 4.4, 0.0
> CCO[C@@H]1OC(C(=O)NCc2nc3ccccc3[nH]2)=C[C@H](c2ccccc2)[C@H]1CCCO
 : -0.5, 4.7, -4.1, 0.8, -6.7, -4.5, i, 6.0, 2.1, -5.5
> O=C1CCCN1Cc1ccccc1
 : -7.3, -3.4, -2.3, -0.7, -6.3, 4.4, -0.3, 1.9, -2.0, -5.1
> O=C(CSc1nnc(Cn2c(=O)sc3ccccc32)n1-c1ccccc1)N1CCOCC1
 : 2.6, 7.1, 18.6, 0.1, 3.3, 4.8, -4.2, 2.9, 6.7, -0.7
> O=C1N=C2SCCN2/C1=C\c1c(Cl)cccc1Cl
 : nt, -9.1, 17.7, 0.8, -2.3, 2.8, nt, 2.1, -58.6, -0.2
> O=C(COC(=O)CSc1ccc(F)cc1)NCC1CCCCC1
 : 2.4, -28.0, 14.9, 0.7, 7.5, 9.4, 0.3, 2.4, 7.8, -1.0
> CON/C=C(\C=Nc1ccc(Cl)cc1Cl)c1ncc(C(F)(F)F)cc1Cl
 : nt, -3.6, 21.6, -0.7, nt, -10.9, -0.4, 0.9, 4.9, -1.8
> CN(C)C(=O)c1cc2cc([N+](=O)[O-])ccc2s1
 : nt, -2.8, -1.1, -1.1, -11.8, -8.6, 0.4, -4.2, -7.7, 1.1
> COC(=O)C(C(=O)OC)c1ncccc1[N+](=O)[O-]
 : 1.7, 6.0, -4.8, 0.3, -13.8, -0.1, -1.6, 0.9, -1.7, 7.6
> O=C(Nc1cccc(C(F)(F)F)c1)c1cc2c(=O)c3ccccc3oc2nc1C(F)(F)F
 : nt, 9.3, 16.6, 0.0, 1.6, 4.2, -1.9, -4.5, -3.1, 1.4
> CC(=O)NCc1ccc(S(=O)(=O)N/N=C/c2ccc(Br)cc2)cc1
 : 0.7, 1.2, -1.0, -0.2, nt, -4.7, -0.2, -1.9, -8.6, -1.7
> COc1cc(C2C(C(=O)c3ccc(C)o3)=C(O)C(=O)N2Cc2cccnc2)ccc1O (stereo not drawn)
 : nt, -3.2, 14.5, -0.5, 7.8, -2.0, 5.9, -0.6, -7.7, 0.2
> CCOC(=O)CSc1nnnn1-c1cc(OC)c(Cl)cc1OC
 : nt, 4.5, -3.2, 0.7, -19.7, 7.1, -25.4, 0.9, 1.5, -0.2
> COc1ccc(C=C(C(=O)O)c2ccc(OC)cc2)cc1
 : 2.3, -0.6, nt, 0.4, -1.9, 3.5, 3.8, nt, nt, 1.2
> COc1cc(CN2CCN(C(=O)CC(C)C)CC2)cc(OC)c1O
 : nt, -1.3, 21.3, 0.3, 6.3, 2.2, -3.6, -0.8, -8.7, -0.4
> O=C(Nc1ccc(F)cc1)Nc1csc2ccccc12
 : 1.0, 0.1, 17.5, nt, 0.2, -18.7, -0.4, 0.9, 0.5, -9.5
> O=C(Sc1ccc(Cl)cc1)c1cccc(Cn2cc(C(F)(F)F)ccc2=O)c1
 : 1.9, -12.2, 13.1, 0.9, -9.7, 20.4, -0.5, -5.2, -4.3, -6.2
> CC(C)(C)NC(=O)C1N(c2cccnc2)C(=O)C2C(C(=O)Nc3ccccc3)C3(C)C=CC21O3 (stereo not drawn)
 : nt, 5.5, -0.2, 0.1, -15.9, 0.5, i, -5.4, -1.1, -9.6

This is a subset; the hit share may differ from the screen's.
